ZTA counter = ZTA (EBV) inhibition in EBNA-1 counter-screen. P03206. ZTA-DNA binding, fluorescence polarization. inhibition, % at 11 µM. 320,000 compounds, 0.15% hits. AID 2234; in the data active means inhibition above about 33%
proCasp3 act = activators of human procaspase-3 D3A mutant, primary screen, biochemical, absorbance, PC-3 D3A mutant, single concentration; 330,000 compounds, 0.11% hits; AID 463141, 2010; Caspase-3 (Homo sapiens), P42574; recombinant procaspase-3 D3A, Ac-DEVD-pNA absorbance 405 nm; activation, % at 8.5 µM;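 active means activation above the mean of all tested compounds plus 3 SD, cut at about 21% in these data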;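 further: 0% = DMSO alone and 100% = DMSO wells spiked with extra 5 µM PC-3 D3A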
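Evaluation: percent activation relative to control range; Material: Procaspase-3 D3A mutant, all three cleavage aspartates alanine; Compound: single dose, 8.5 µM nominal compound, 0.8% DMSO; Replication: one well per compound; Signal: absorbance at 405 nm, 0 and 120 min; Schedule: 1 h preincubation plus 2 h reaction at 25 °C.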
EBNA-1 inhibitor = EBNA-1 DNA-binding inhibitors, primary screen, biochemical, fluorescence polarization | inhibition, % at 14.8 µM | 300,000 compounds, 0.34% hits | AID 1950, 2009; in the data active means inhibition above about 28%
AHR activator = AHR activators, primary screen, cell-based, luminescence, luciferase reporter, human. Aryl hydrocarbon receptor (Homo sapiens), P35869. AHR-responsive luciferase reporter cells. activation, % at 5 µM. 320,000 compounds, 2.5% hits; in the data active means activation above about 47%;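 further: 0% = vehicle wells and 100% = reference agonist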
MEP2-GFP yeast = modulators of MEP2-GFP levels in yeast, primary screen, S. cerevisiae, multiplex flow cytometry, MLPCN library | GFP response vs DMSO, % at 10 µM | 330,000 compounds, 0.51% hits | S. cerevisiae MEP2-GFP strain, 3 h; 100% = DMSO control level;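 active means GFP response versus DMSO above a set limit, roughly screen mean plus 3 SD, cut at about 180% in these data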;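 further: median GFP fluorescence of the barcode-gated MEP2-GFP cells per well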
proCasp7 act = procaspase-7 activators, primary screen, counter-screen for procaspase-3 activator project, biochemical, absorbance, HTS, human | recombinant procaspase-7, Ac-DEVD-pNA absorbance 405 nm; D23A/D198A/D206A triple mutant, cannot self-cleave; scale: DMSO 0, 5 µM enzyme 100 | activation, % at 8.5 µM | 330,000 compounds, 0.093% hits | AID 463210, 2010;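 active means percent activation above the screen-wide mean plus 3 SD, cut at about 25% in these data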
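System: Procaspase-7 triple mutant (PC-7 D3A); measure: % activation from two-timepoint absorbance difference, scaled to controls; times: 1 h compound preincubation, 2 h substrate cleavage, 25 °C; also added: Ac-DEVD-pNA substrate, 400 µM as added; measured by: Epi-absorbance of released pNA at 405 nm, two timepoints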
RPL19A-GFP yeast = RPL19A-GFP expression modulators in yeast, primary screen, cell-based, S. cerevisiae, multiplex flow cytometry, MLPCN; S. cerevisiae RPL19A-GFP strain, 3 h; active compounds read low; percent response vs DMSO, % at 10 µM; 330,000 compounds, 0.3% hits; AID 2025, 2009;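 active means percent response vs DMSO below 50%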;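 further: median channel GFP fluorescence of the barcoded RPL19A-GFP strain; ratio of sample median GFP to plate DMSO average so 100% = DMSO; lower means less RPL19A-GFP as with rapamycin TOR inhibition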
LAP4 TOR yeast = modulators of LAP4-GFP expression in yeast, primary screen, S. cerevisiae, multiplex flow cytometry, MLPCN library; 320,000 compounds, 0.34% hits; 3 h; median GFP as percent of DMSO wells; AID 2023, 2009; GFP response vs DMSO, % at 10 µM;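 active means GFP response vs DMSO above a set limit, about the screen mean plus 3 SD, cut at about 150% in these data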
The depositor's hits bear a star; x = no result given; [ ] = dose if it differs, or a comment.

SMILES | ZTA counter | proCasp3 act | EBNA-1 inhibitor | AHR activator | MEP2-GFP yeast | proCasp7 act | RPL19A-GFP yeast | LAP4 TOR yeast
Cn1cccc1C(=O)NCCc1ccccc1 | 13 | 1 | -3 | -1 | 95 | -3 | 96 | 109
Cc1ccc(F)cc1NC(=O)CCC(=O)c1cccs1 | 14 | -7 | 7 | 4 | 104 | 11 | 98 | x
COc1ccc(NC(=O)CSc2nc3nc(C)cc(C)c3c(=O)[nH]2)cc1 | 28 | -6 | 61* | 8 | 109 | -13 | 111 | 110
Cc1c(OCC(=O)NCc2ccccn2)ccc2c3c(c(=O)oc12)CCCC3 | 19 | 2 | 10 | 2 | 88 | 3 | 68 | 83
COc1cc(S(=O)(=O)NCc2cccnc2)ccc1F | -11 | -3 | -10 | 1 | 107 | 5 | 101 | 110
O=C(Nc1ccccc1N1CCN(c2ccc(F)cc2)CC1)c1ccccc1 | 3 | 6 | -11 | -10 | 110 | -13 | 99 | 96
CCC1Oc2ccc(C)cc2N(CC(=O)NCc2ccco2)C1=O (stereo not given) | 7 | -5 | -6 | 3 | 94 | -7 | 100 | 81
CC(=O)CC1(C)OC(N)=C(C#N)C1(C#N)C#N (stereo not given) | -8 | -4 | -9 | 4 | 101 | -6 | 96 | 92
CCc1cc2cc(C)cc(C)c2[nH]c1=S | 1 | -7 | 4 | 5 | 89 | 2 | 95 | 126
COc1cc(OC)cc(C(=O)NC2CCN(CCCOc3ccccc3)CC2)c1 | -8 | 0 | 2 | -1 | 95 | -1 | 100 | 80
COc1ccc(CC(=O)OCC(=O)N2CCCc3ccccc32)cc1OC | -11 | -3 | 0 | 8 | 107 | 3 | 103 | 107
CCc1ccc(NC(=O)Cn2ccn(-c3cccc(Cl)c3)c(=O)c2=O)cc1 | 3 | -1 | -3 | -1 | 99 | 8 | 101 | 102
CC1CCCN(C(=O)C2CCN(CC3CC=CCC3)CC2)C1 (stereo not given) | 8 | 10 | 2 | -1 | 112 | 5 | 108 | 117
CCCn1c(SCC(=O)Nc2sc(C)c(C)c2C(=O)OCC)nc2c1c(=O)n(C)c(=O)n2C | 4 | 4 | -18 | 0 | 101 | 6 | 104 | 101
CCOCCCn1c(=NC(=O)c2ccc(OC)c(OC)c2)c(C#N)cc2c(=O)n3cccc(C)c3nc21 | -10 | -5 | 4 | -1 | 110 | 1 | 100 | 105
COc1ccc(CC(=O)N2CCC3(CC2)NCCc2[nH]cnc23)cc1 | 0 | 6 | 3 | 0 | 89 | 10 | 96 | 91
O=C(CCNS(=O)(=O)c1ccccc1)NNC(=O)COc1ccc(Cl)cc1 | 11 | 1 | x | 1 | 99 | 4 | 99 | 105
Cc1ccc(C)c(NC(=O)c2cc(-c3cc(C)c(C)cc3O)n[nH]2)c1 | -15 | 5 | -10 | -5 | 95 | -3 | 100 | 97
COc1ccc(NC(=O)c2ccc(Br)c(S(=O)(=O)N3CCOCC3)c2)cc1 | -22 | 0 | 10 | 4 | 98 | -14 | 104 | 100
COC(=O)c1ccccc1NC(=O)NC1CCC(C)CC1 (stereo not given) | 14 | 5 | -2 | 12 | 97 | 16 | 102 | 95

Part of the list above, with two lines to a compound.
Value order: ZTA counter | proCasp3 act | EBNA-1 inhibitor | AHR activator | MEP2-GFP yeast | proCasp7 act | RPL19A-GFP yeast | LAP4 TOR yeast
> Cc1ccc(F)cc1NC(=O)CCC(=O)c1cccs1
  14 | -7 | 7 | 4 | 104 | 11 | 98 | x
> COc1ccc(NC(=O)CSc2nc3nc(C)cc(C)c3c(=O)[nH]2)cc1
  28 | -6 | 61* | 8 | 109 | -13 | 111 | 110
> Cc1c(OCC(=O)NCc2ccccn2)ccc2c3c(c(=O)oc12)CCCC3
  19 | 2 | 10 | 2 | 88 | 3 | 68 | 83
> COc1cc(S(=O)(=O)NCc2cccnc2)ccc1F
  -11 | -3 | -10 | 1 | 107 | 5 | 101 | 110
> O=C(Nc1ccccc1N1CCN(c2ccc(F)cc2)CC1)c1ccccc1
  3 | 6 | -11 | -10 | 110 | -13 | 99 | 96
> CCC1Oc2ccc(C)cc2N(CC(=O)NCc2ccco2)C1=O (stereo not given)
  7 | -5 | -6 | 3 | 94 | -7 | 100 | 81
> CC(=O)CC1(C)OC(N)=C(C#N)C1(C#N)C#N (stereo not given)
  -8 | -4 | -9 | 4 | 101 | -6 | 96 | 92
> CCc1cc2cc(C)cc(C)c2[nH]c1=S
  1 | -7 | 4 | 5 | 89 | 2 | 95 | 126
> COc1cc(OC)cc(C(=O)NC2CCN(CCCOc3ccccc3)CC2)c1
  -8 | 0 | 2 | -1 | 95 | -1 | 100 | 80
> COc1ccc(CC(=O)OCC(=O)N2CCCc3ccccc32)cc1OC
  -11 | -3 | 0 | 8 | 107 | 3 | 103 | 107
> CCc1ccc(NC(=O)Cn2ccn(-c3cccc(Cl)c3)c(=O)c2=O)cc1
  3 | -1 | -3 | -1 | 99 | 8 | 101 | 102
> CC1CCCN(C(=O)C2CCN(CC3CC=CCC3)CC2)C1 (stereo not given)
  8 | 10 | 2 | -1 | 112 | 5 | 108 | 117
> CCCn1c(SCC(=O)Nc2sc(C)c(C)c2C(=O)OCC)nc2c1c(=O)n(C)c(=O)n2C
  4 | 4 | -18 | 0 | 101 | 6 | 104 | 101
> CCOCCCn1c(=NC(=O)c2ccc(OC)c(OC)c2)c(C#N)cc2c(=O)n3cccc(C)c3nc21
  -10 | -5 | 4 | -1 | 110 | 1 | 100 | 105
> COc1ccc(CC(=O)N2CCC3(CC2)NCCc2[nH]cnc23)cc1
  0 | 6 | 3 | 0 | 89 | 10 | 96 | 91
> O=C(CCNS(=O)(=O)c1ccccc1)NNC(=O)COc1ccc(Cl)cc1
  11 | 1 | x | 1 | 99 | 4 | 99 | 105

More records.
SMILES | ZTA counter | proCasp3 act | EBNA-1 inhibitor | AHR activator | MEP2-GFP yeast | proCasp7 act | RPL19A-GFP yeast | LAP4 TOR yeast
COC(=O)c1cnc(Oc2ccc(NC(=O)NC(=O)c3c(OC)cccc3OC)cc2)cc1C(F)(F)F | -16 | -6 | 4 | 3 | 93 | 7 | 95 | 113
COc1ccc([N+](=O)[O-])cc1N(CC(=O)N1CCOCC1)S(C)(=O)=O | -11 | -5 | 0 | -2 | 104 | 5 | 100 | 101
COc1ccc(S(=O)(=O)N2CCN(CCC(=O)Nc3ccc(F)cc3)CC2)cc1 | -3 | 1 | 3 | -3 | 119 | 8 | 107 | 109
Cc1ccc(N(CC(=O)Nc2ccc3c(c2)OCCO3)S(=O)(=O)c2c(C)noc2C)cc1 | -9 | 9 | 1 | 11 | 100 | -13 | 98 | 95
CN1CCCC(C#CC(O)(c2ccccc2)c2ccccc2)C1 (stereo not given) | 8 | -1 | -1 | 0 | 96 | 10 | 98 | 112
CC(=O)Nc1ccc(S(=O)(=O)Nc2ccc3c(c2)CCC3)cc1 | -14 | 9 | -8 | 2 | 120 | 5 | 110 | 111
O=C(CSc1nnnn1-c1ccc(O)cc1)Nc1cccc(S(=O)(=O)N2CCCC2)c1 | -3 | 1 | -5 | -1 | 110 | -4 | 107 | 106
CCC(CC)c1nnc(NC(=O)CS(=O)(=O)c2ccccc2)s1 | -9 | 1 | 6 | 1 | 103 | -6 | 103 | 104
Cc1c(NS(=O)(=O)N2CCCCC2)c(=O)n(-c2ccccc2)n1C | -2 | 6 | -2 | 3 | 110 | -4 | 101 | 113
CCN1CCN(CC(O)COc2ccc3c(C)cc(=O)oc3c2)CC1 (stereo not given) | 5 | 8 | 0 | -1 | 104 | 4 | 107 | 97
COc1ccc(C[C@@H]2CN3C(=NC[C@@H]3Cc3ccc(O)cc3)N2C[C@H](C)NC(=O)CCC2CCCCC2)cc1 | 8 | -1 | 11 | 1 | 88 | 1 | 100 | 103
Cc1ccc2cccnc2c1N | -7 | 4 | -2 | 5 | 106 | 0 | 113 | 108
O=C1NC2(Nc3ccccc31)C(=O)Nc1ccccc12 (stereo not given) | 1 | -2 | -26 | 51* | 105 | -11 | 102 | 107
CC(C)(C)OC(=O)N1CCC(C(N)=O)CC1 | 6 | 2 | 1 | 0 | 101 | 14 | 98 | 100
COc1ccc(C2CC(c3c(-c4ccccc4)c4cc(Cl)ccc4[nH]c3=O)=NN2S(C)(=O)=O)cc1OC (stereo not given) | -6 | -7 | 3 | 1 | 101 | 20 | 104 | 95
CCOC(=O)c1ccc(NC(=O)c2c(N)n(Cc3ccccc3)c(=O)[nH]c2=O)cc1 | -6 | 5 | 6 | 2 | 89 | -2 | 104 | 97
O=C(COC(=O)c1ccc(F)cc1F)NC1CC1 | -17 | 0 | -5 | -2 | 112 | -8 | 112 | 98
Cc1oc2cc(O)ccc2c(=O)c1-c1ccccc1 | 16 | 2 | 10 | -5 | 94 | 8 | 100 | 91
O=C(Cn1nc(C(F)(F)F)c2c1CCC2)NCc1ccc(Cl)cc1 | 0 | -2 | -3 | 0 | 102 | 14 | 103 | 103
CCc1ccc(C(=O)NNc2ccc(S(N)(=O)=O)cc2)cc1 | 5 | -3 | -5 | 1 | 100 | -4 | 103 | x
Cc1cccnc1CCNC(=O)C1CCC(=O)N(Cc2cccc(F)c2)C1 (stereo not given) | 5 | 0 | 6 | -1 | 97[may fluoresce green] | 6 | 100[may fluoresce green] | 101[may fluoresce green]
Cc1ccc(CNC(=O)CCS(=O)(=O)c2ccc(Br)s2)cc1 | 8 | 5 | -1 | 0 | 114 | -13 | 104 | 104
O=S(=O)(c1cccc(-c2csc(N/N=C/c3ccco3)n2)c1)N1CCOCC1 | 12 | -11 | 3 | 3 | 99 | -3 | 106 | 100
O=C1Oc2ccccc2C(=O)/C1=C/N1CCN(c2ccccc2F)CC1 | 9 | 4 | 0 | 0 | 98 | 5 | 96 | 100
O=C(CCn1c(=O)oc2ccccc21)N1CCN(c2ccc(F)cc2)CC1 | -5 | -8 | -10 | 3 | 102 | 0 | 108 | 102
Cc1cc(-c2nnc(SCC(=O)Nc3nc(-c4ccccc4)cs3)o2)no1 | -13 | -2 | 1 | 5 | 108 | -9 | 99 | 105
CC1CCc2c(sc(/N=C/N(C)C)c2C#N)C1 (stereo not given) | -1 | 5 | -1 | 12 | 99 | 6 | 94 | 104
CCOC(=O)c1csc(NC(=O)c2cc(OC)c(OC)c(OC)c2)n1 | -22 | -3 | -4 | 1 | 104 | 1 | 103 | 95
c1ccc(CCNc2nc(-c3ccccn3)nc3ccccc23)cc1 | -9 | -7 | 1 | -7 | 90 | 2 | 95 | 113
CN(c1ccc([N+](=O)[O-])cc1C(=O)Nc1ccccc1)C1CCCCC1 | 8 | -64 | 5 | 8 | 101 | -69 | 100 | 108
CCOc1cc2[nH]c(=O)n(CCCN3CCCC3=O)c(=O)c2cc1OCC | -6 | -4 | 5 | 0 | 89 | 8 | 100 | 94
COc1cc(C(=O)NC(=S)NNC(=O)[C@H]2C[C@@H]2c2ccccc2)cc(OC)c1OC | -1 | -7 | -2 | 5 | 102 | -17 | 96 | 106
CCOc1ccc(NC(=O)CSc2ncn[nH]2)cc1 | -6 | 7 | 4 | -2 | 98 | 6 | 98 | 84
COC(=O)c1cc(-c2ccc(Br)cc2)on1 | 13 | 7 | 6 | -1 | 84 | 1 | 91 | 106
